Screens from PubChem.
MT stabilize HCS: microtubule stabilizers in HeLa cells | HeLa tubulin immunostaining HCS, 24 h; share of cells brighter than vehicle mean+2SD | % tubulin-high responders, % at 10 µM | 200,000 tested, 0.83% active | AID 2205;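 active = plate Z-score above 3 for both tubulin-high and condensed-nucleus cell shares, with cell loss under 80%, at 10 µM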;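 also: anti alpha tubulin signal scored within the nucleus-defined area of each cell; some results filed as inactive read as strong as hits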
Autophagy mod: modulators of autophagy; MEF GFP-LC3 puncta imaging; test concentration mostly 10 µM; calls only at 10 µM (by protocol); 190,000 tested, 0.98% active; AID 463193;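 active = percentage of spot-positive cells more than 3 SD above its plate mean, without a fluorescence outlier flag or 80% toxicity; inconclusive = no clear call, values can overlap the other calls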;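 also: spot-positive cell cutoff set from DMSO-treated cells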
Yfh1-depleted yeast: mitochondrial function rescue without frataxin homolog – Friedreich's ataxia, plus single-dose screen, dose response (AID 1465) | 220,000 tested, 0.074% active | fold induction at 50 µM, or EC50 in µM where a hit was titrated | S. cerevisiae Yfh1-off respiration, WST-1 reduction, 72 h; higher fold induction means a stronger effect;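 active = fold induction of absorbance versus untreated yeast above a set limit, then at least 30% activation at any dose in follow-up; inconclusive = repeats straddling the limit, or above it without dose testing; inactive = fold induction below the set limit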;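 also: activators that raise dye reduction in frataxin-depleted yeast; strong numbers were not always called active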
human PMI inhibition: inhibitors of human PMI, primary screen, biochemical, fluorescence intensity, coupled assay (AID 1209); purified PMI enzyme, coupled fluorescence intensity; higher % means a stronger effect; 190,000 tested, 0.42% active; one-dose inhibition, % at 20 µM; IC50 in µM for titrated hits;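 also: plate controls were DMSO vehicle for no effect and wells lacking substrate for full effect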
WT yeast gro inh: growth inhibition of WT yeast, mitochondrial fusion screen. mitochondrial fusion phenotypic screen, WT strain. inhibition, % at 10 µM. 190,000 tested, 2.1% active. AID 1362; in the data active = inhibition above about 58%; tested in S. cerevisiae
Ins promoter up: MIN6 insulin promoter up-regulation; MIN6 insulin promoter-GFP reporter, high-content imaging; stronger effect = higher value; z-score at 5 µM; 190,000 tested, 0.3% active;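 active = z-score above 3 at 5 µM with at least 500 cells counted in the well; inconclusive = wells under 500 cells, flagged as cytotoxic or low count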
human PMI inhibitors: human PMI inhibitors, high substrate, primary screen, biochemical, fluorescence intensity, high mannose 6-phosphate (AID 1220). inhibition, % at 20 µM; hits with a dose series show IC50 in µM. recombinant PMI enzyme, coupled fluorescence intensity; higher % means a stronger effect. 190,000 tested, 0.66% active
Dynein transport: blocks dynein driven cargo transport along microtubules. 3617.4 mouse cells, GR-EGFP nuclear translocation imaging; test concentration mostly 20 µM; stimulated with dexamethasone, 1 µM; stronger effect = lower value. z-score, hits read low. 220,000 tested, 0.47% active. AID 1381;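 active = plate z-score of nuclear minus cytoplasmic receptor signal below a set negative limit, without overly bright fluorescence or cell loss, cut at about -3.5 in these data, passing the limit was not always enough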;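 also: z-score of nuclear minus cytoplasmic ring GR-EGFP intensity difference per well; some compounds called inactive have numbers as strong as hits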
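Buffer or medium: tet-free, stripped-serum medium; reagent: dexamethasone at 1.0 µM final, 30 min; incubation: 48 h induction, 1 h compound, 30 min dex at 37 °C; measured by: formaldehyde fixation, Hoechst nuclear stain, 10x automated fluorescence imaging; read-out: nuclear-to-cytoplasmic GR-EGFP distribution per well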
bCat nuc transl: modulators of beta-catenin nuclear translocation. nuclear translocation activity, % at 5 µM. 190,000 tested, 0.3% active. HeLa beta-catenin nuclear translocation, immunofluorescence imaging;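 active = nuclear translocation activity above 50% at 5 µM, with a well cell count of 50 or more; inconclusive = wells under 50 cells across six images, flagged as toxic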;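 also: per-cell ratio of nuclear to cytoplasmic median beta-catenin stain intensity; plate controls were DMSO negative control for no effect and GSK-3 inhibitor IX positive control for full effect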
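System: Human HeLa cells, endogenous beta-catenin | Compound dosing: 5 µM primary, 0.02–20 µM confirmation | Timing: 24 h compound exposure at 37°C, 5% CO2 | Measured by: Fluorescence imaging of beta-catenin antibody stain plus DAPI | Read-out basis: % activation of per-cell nuclear versus cytoplasmic median beta-catenin signal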
WT yeast gro inh mutant strain: also measured in WT yeast gro inh; calls as there; inhibition, %; mitochondrial fusion phenotypic screen, mutant strain inhibition
Dynein transport cytoplasmic EGFP: also measured in Dynein transport; calls as there; z-score; measured here: cytoplasmic GR-EGFP intensity; stronger effect = higher value
Dynein transport nuclear GR-EGFP: also measured in Dynein transport; calls as there; z-score; measured here: nuclear GR-EGFP intensity;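 lower value marks the stronger effect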
Dynein transport cell count: further read-out of Dynein transport, marked with its call; z-score; measured here: cell count per field
Ins promoter up cell count: second read-out of Ins promoter up, no call of its own (marks repeat the call); cell count; measured here: cytotoxicity, nuclei count;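 total cells summed across four imaged fields per well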
bCat nuc transl cell count 5 µM: further read-out of bCat nuc transl, marked with its call; cell count; measured here: cell count, cytotoxicity flag
MT stabilize HCS Hoechst-high %: further read-out of MT stabilize HCS, marked with its call; % Hoechst-high responders; measured here: nuclear condensation Hoechst responders;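 share of cells brighter than vehicle mean plus two SD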
MT stabilize HCS cytotoxicity %: also measured in MT stabilize HCS; calls as there; toxicity, %; measured here: cytotoxicity by cell density;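 0% = mean cell density of plate MIN control wells and 100% = no cells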
Autophagy mod cell loss 18 h: further read-out of Autophagy mod, marked with its call; toxicity, %; measured here: cell loss, nuclei count;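 cell loss after 18 h compound exposure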
The depositor's hits bear a star; i = inactive; ? = inconclusive; / = no result given. Rule as the data show it, unless noted: active = inhibition above about 50%; inactive = the rest.

No.	Compound	MT stabilize HCS	MT stabilize HCS Hoechst-high %	MT stabilize HCS cytotoxicity %	Autophagy mod	Autophagy mod cell loss 18 h	Yfh1-depleted yeast	human PMI inhibition	WT yeast gro inh	WT yeast gro inh mutant strain	Ins promoter up	Ins promoter up cell count	human PMI inhibitors	Dynein transport	Dynein transport cytoplasmic EGFP	Dynein transport nuclear GR-EGFP	Dynein transport cell count	bCat nuc transl	bCat nuc transl cell count 5 µM
1	CC(=O)Oc1cc2c(cc1Cl)C1(CC(c3ccccc3Cl)O2)CC(C)(C)NC(=S)N1 (stereo unspecified)	2.0	0.8	3.2	i	3	?	10%	63*	28*	-0.28	919	8%	0.46	-0.23	0.43	0.65	-2.1	1186
2	Cc1ccc(NNC(=O)c2ccno2)cc1C	/	/	/	/	/	i	/	/	/	-0.08	1363	/	-0.38	-0.28	-0.43	0.55	8.1	1174
3	CC(=O)c1cccc(NC(=O)CC2S/C(=N/N=C/c3cccs3)NC2=O)c1 (stereo unspecified)	2.5	2.0	9.0	i	-12	i	-4%	1	-13	-0.15	1415	-4%	-0.33	-0.37	-0.7	1.4	0.8	1379
4	COc1ccccc1CC(=O)Nc1ccc([N+](=O)[O-])cc1OC	2.8	2.5	2.5	i	-1	i	3%	-7	-1	-0.17	1309	16%	-0.086	-0.25	-0.054	0.8	-2.6	620
5	CC(=O)Nc1ccc2c(c1)ncn2C1CCCCC1	2.7	1.9	6.0	i	2	i	/	-11	-3	/	/	/	-1.2	-0.29	-0.82	1.7	/	/
6	CN(C)c1cc(NC(=O)CN2CCCC2)c2ccccc2n1	/	/	/	/	/	i	/	/	/	-0.2	1498	/	-0.78	-0.27	-0.43	1.5	-0.1	1330
7	COc1ccc(NS(=O)(=O)c2ccc(NC(=S)NC(=O)/C=C/c3ccc(C)cc3)cc2)nn1	5.9	3.3	1.1	i	1	i	13%	-10	-12	-0.66	1471	0%	-0.074	-0.33	-0.22	0.49	0.5	1110
8	COc1ccc(Nc2ccnc(Nc3ccc(OC)cc3)n2)cc1	7.3	4.1	0.5	i	2	i	5%	47	74	-1.2	972	6%	-0.14	-0.28	0.062	0.49	0.5	942

(further entries)
No.	Compound	MT stabilize HCS	MT stabilize HCS Hoechst-high %	MT stabilize HCS cytotoxicity %	Autophagy mod	Autophagy mod cell loss 18 h	Yfh1-depleted yeast	human PMI inhibition	WT yeast gro inh	WT yeast gro inh mutant strain	Ins promoter up	Ins promoter up cell count	human PMI inhibitors	Dynein transport	Dynein transport cytoplasmic EGFP	Dynein transport nuclear GR-EGFP	Dynein transport cell count	bCat nuc transl	bCat nuc transl cell count 5 µM
9	CCN(CC)c1cc(C)c2ccccc2n1	4.5	2.7	5.1	i	-1	i	-27%	-15	-2	/	/	-41%	1.3	-0.23	0.52	-0.93	/	/
10	COc1ccc(/C=C2\SC(=O)N(CCNC(=O)Cc3coc4cc(C)ccc34)C2=O)cc1OC	2.0	2.4	7.4	i	2	i	14%	-4	13	0.44	1230	21%	-1.1	-0.17	-0.75	0.54	/	/
11	Cc1ccc2nc(Cl)nc(-c3ccccc3)c2c1	2.0	2.5	4.2	i	7	i	16%	3	1	-0.96	1513	6%	0.92	-0.17	0.58	-0.45	0.5	959
12	Clc1ccc(SCc2cn3ccsc3n2)cc1	4.2	1.2	4.0	i	9	i	5%	-10	-7	-0.38	1057	7%	2.9	-0.25	1.3	-1.6	0.8	1181
13	Cc1cccn2c(CN3CCNC(=O)CC3)c(C(=O)N(C)CCc3ccccc3)nc12	2.4	1.9	0.7	i	-28	i	-8%	10	-2	0.17	1258	-4%	2.9	-0.19	1.6	-1.3	-3.7	1114
14	COc1cc2c(cc1NC(=O)COc1ccccc1OC)oc1ccccc12	1.7	1.7	7.8	i	-1	i	16%	2	6	0.36	1614	14%	-0.56	-0.2	-0.79	0.64	-0.3	1050
15	Cc1nn(-c2ccccc2)c(Cl)c1/C=N/NC(N)=O	/	/	/	/	/	i	/	/	/	0.18	1141	/	1.1	-0.22	1.1	-0.88	3.6	951
16	Cc1c(C(=O)O)oc2ccc(S(=O)(=O)N3CCC(C)CC3)cc12	2.1	1.6	5.3	i	2	i	6%	-3	14	-0.02	1186	-6%	0.16	-0.17	0.46	0.22	/	/

(list continues)
No.	Compound	MT stabilize HCS	MT stabilize HCS Hoechst-high %	MT stabilize HCS cytotoxicity %	Autophagy mod	Autophagy mod cell loss 18 h	Yfh1-depleted yeast	human PMI inhibition	WT yeast gro inh	WT yeast gro inh mutant strain	Ins promoter up	Ins promoter up cell count	human PMI inhibitors	Dynein transport	Dynein transport cytoplasmic EGFP	Dynein transport nuclear GR-EGFP	Dynein transport cell count	bCat nuc transl	bCat nuc transl cell count 5 µM
17	Cc1ccc(CC2CC(=O)N(CCc3ccccc3)C2=O)cc1 (stereo unspecified)	3.2	1.4	6.3	i	-10	i	8%	-13	-6	1.3	1403	3%	-1.1	-0.36	-0.97	0.9	0.6	1511
18	Cc1cc(C)n(CCC(=O)Nc2cccc(F)c2)n1	1.8	1.6	5.2	i	-24	i	-1%	3	0	0.81	1268	5%	-1	-0.18	-0.54	0.65	0.0	1093
19	Cc1ccc(C(C(=O)NC2CCCC2)N(Cc2ccco2)C(=O)CCC(=O)Nc2cc(C)on2)cc1 (stereo unspecified)	1.5	2.3	5.3	i	2	i	-6%	-20	0	/	/	0%	0.033	-0.21	0.21	-0.046	-0.5	623
20	COC(=O)c1cc(NC(=O)/C=C/c2ccc3c(c2)OCO3)cc(C(=O)OC)c1	4.0	1.8	3.5	i	-20	i	6%	21	-21	-1.7	1503	1%	-0.71	-0.2	-0.52	-0.25	0.3	1346
21	CCOc1ccccc1N(CC(=O)Nc1cccnc1)S(C)(=O)=O	1.3	1.5	9.6	i	-2	i	6%	7	0	0.4	836	4%	0.86	-0.22	0.46	-0.082	-1.5	952
22	CC(C)=NNC1=NC(C)(C)Cc2ccccc21	/	/	/	/	/	i	/	/	/	0.2	1065	/	-0.36	-0.23	-0.22	0.63	-0.4	1306
23	COc1ccc(C(=O)Nc2cccc(C(C)=O)c2)c(OC)c1OC	1.9	1.9	3.8	i	4	i	8%	-7	-6	/	/	8%	-0.15	-0.089	0.14	0.82	-5.7	1049
24	O=C(O)CCCNc1c(C(=O)Nc2ccc(Cl)cc2)cc([N+](=O)[O-])cc1[N+](=O)[O-]	4.0	0.6	3.2	i	2	i	4%	14	12	-0.6	1206	26%	-0.48	-0.32	-0.51	-0.029	-0.7	1140

Following part.
No.	Compound	MT stabilize HCS	MT stabilize HCS Hoechst-high %	MT stabilize HCS cytotoxicity %	Autophagy mod	Autophagy mod cell loss 18 h	Yfh1-depleted yeast	human PMI inhibition	WT yeast gro inh	WT yeast gro inh mutant strain	Ins promoter up	Ins promoter up cell count	human PMI inhibitors	Dynein transport	Dynein transport cytoplasmic EGFP	Dynein transport nuclear GR-EGFP	Dynein transport cell count	bCat nuc transl	bCat nuc transl cell count 5 µM
25	Cc1ccc(CN2CCN(/N=C/c3ccc(C(F)(F)F)cc3)CC2)cc1	1.4	4.4	9.8	i	-15	i	10%	28	20	-0.38	1362	0%	2.4	-0.087	1.7	-2	-0.5	1186
26	C=CCn1c(SCC(=O)NC)nc2sc3c(c2c1=O)CCC3	2.5	1.9	3.6	i	-14	/	10%	-4	5	0.98	842	5%	-0.65	-0.21	-0.005	0.41	0.2	1168
27	Cc1cc(C(c2ccc(C)o2)c2ccc(C)o2)c(O)c([N+](=O)[O-])c1	1.4	1.5	3.9	i	7	i	-47%	10	11	-0.14	846	-75%	0.24	-0.22	0.27	-0.49	/	/
28	COC(=O)c1ccc(NC(=O)Cc2ccccc2)cc1	3.0	1.7	1.9	i	-5	i	7%	44	6	-0.39	1184	-1%	0.29	-0.2	0.49	-0.95	-1.6	1132
29	Cc1cccc(N2CCN(C(=S)c3ccc(-c4ccccc4[N+](=O)[O-])o3)CC2)c1	23*	23*	54*	i	2	i	26%	3	-5	-1.5	1207	57%*	-0.75	-0.3	-0.81	0.81	0.8	475
30	COC(=O)c1[nH]c2cccc(OC)c2c1NC(=O)CCN1CCN(c2ccccc2F)CC1	3.4	2.4	13	i	-2	i	1%	14	9	-0.1	1148	-2%	-0.18	0.00086	0.058	-0.73	1.8	1234
31	O=C(NCc1ccccn1)C1CCN(S(=O)(=O)c2cnc[nH]2)CC1	5.9	1.9	9.8	i	10	/	3%	-1	3	-0.9	1280	-1%	0.75	-0.26	0.44	0.33	-1.2	1073
32	COCCNC(=O)c1cc2c(=O)n3cccc(C)c3nc2n1C	/	/	/	/	/	i	12%	18	10	?	/	6%	/	/	/	/	-0.3	1094
33	Cc1nc(N)sc1C(=O)N/N=C/c1cccnc1	3.8	2.3	8.5	i	11	i	-10%	0	8	-0.2	1341	-7%	-0.12	-0.24	-0.41	0.55	0.6	1031
34	Cc1nn(-c2ccccc2)c2sc(C(=O)N(CC(=O)NC3CCCC3)Cc3ccco3)cc12	40*	31*	31*	i	-1	i	9%	22	13	-0.69	831	1%	1.5	-0.23	0.46	-0.24	-1.5	1125
35	COc1ccccc1NC(=O)CCC(=O)N(Cc1ccc(OC)c(OC)c1)c1nccs1	2.1	2.4	10.0	i	19	i	8%	-1	-5	-0.85	1460	0%	-0.19	-0.25	0.13	-0.47	-0.1	1027
